From PubChem
Rac1 act GTP bind: GTP binding modulators of activated mutant Rac1, primary screen, biochemical, bead-based flow cytometry, multiplex, fluorescent GTP; percent activity (GTP binding), % at 10 µM; hit rate 0.11% among 190,000; GST-Rac1 activated beads; actives lie on both sides; 100% means binding = to untreated wells; Ras-related C3 botulinum toxin substrate 1 (Homo sapiens), P63000;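 active = GTP binding at least 20 percentage points away from the 100% baseline, in either direction, so actives lie on both sides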
Bim-Bfl-1: inhibitors of Bim binding to Bfl-1, primary screen, biochemical, multiplexed, bead-based flow cytometry; Bcl-2-related protein A1 (Homo sapiens), Q16548; hit rate 0.12% among 190,000; inhibition, % at 10 µM; Bim-Bfl-1 binding inhibition;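 note: 0% = wells without compound plus tracer and 100% = blocker peptide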
Bcl-2 Bim block: inhibitors of Bim-Bcl-2 binding, primary screen, biochemical, multiplexed, human Bcl-2 family; Apoptosis regulator Bcl-2 (Homo sapiens), P10415; Bead-based flow cytometry, Bim peptide-Bcl-2 binding; inhibition, % at 10 µM; hit rate 0.06% among 190,000; in the data active = inhibition above about 40%;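 note: 0% = no compound wells with probe peptide and 100% = reference peptide inhibitor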
Target sequence (P10415 whole entry, looked up): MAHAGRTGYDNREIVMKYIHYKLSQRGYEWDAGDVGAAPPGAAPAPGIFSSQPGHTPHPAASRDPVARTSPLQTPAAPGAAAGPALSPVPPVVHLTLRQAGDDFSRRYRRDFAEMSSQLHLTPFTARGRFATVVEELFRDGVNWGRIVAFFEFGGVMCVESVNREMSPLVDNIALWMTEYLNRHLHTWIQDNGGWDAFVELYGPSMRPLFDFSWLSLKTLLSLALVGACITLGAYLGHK
Bim-Bcl-W: inhibitors of Bim binding to Bcl-W, primary screen, biochemical, multiplexed, bead-based flow cytometry; Bcl-2-like protein 2 (Homo sapiens), Q92843; Bim peptide-Bcl-W binding; inhibition, % at 10 µM; hit rate 0.02% among 190,000;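 note: 0% = bound tracer without compound and 100% = peptide blocker; higher means less fluorescent Bim peptide bound to Bcl-W beads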
HRas wt GTP: modulators of GTP binding to HRas wildtype, primary screen, biochemical, bead-based flow cytometry, multiplex. GST-Ras wt beads, Bodipy-FL-GTP binding; actives lie on both sides. hit rate 0.14% among 190,000. GTP binding activity, % at 10 µM. AID 759, 2007;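 active = GTP binding activity at least 20% away from the 100% baseline, either lowered as inhibitor or raised as activator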;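 note: 0% = unlabeled GTP competition control and 100% = no-compound control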
Target sequence (P01112 whole entry, looked up): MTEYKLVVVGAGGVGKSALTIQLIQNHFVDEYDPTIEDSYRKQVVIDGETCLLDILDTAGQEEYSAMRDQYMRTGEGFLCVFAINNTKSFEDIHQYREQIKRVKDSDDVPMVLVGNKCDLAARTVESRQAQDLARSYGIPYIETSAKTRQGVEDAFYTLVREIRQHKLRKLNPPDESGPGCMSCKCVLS
Bim-Bcl-B: inhibitors of Bim-Bcl-B binding, primary screen, biochemical, multiplexed, human Bcl-2 family; bead-based flow cytometry, Bim peptide-Bcl-B binding; inhibition, % at 10 µM; hit rate 0.073% among 190,000;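 note: 0% = tracer peptide without compound and 100% = reference inhibitor peptide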
Target sequence (Q9HD36 whole entry, looked up): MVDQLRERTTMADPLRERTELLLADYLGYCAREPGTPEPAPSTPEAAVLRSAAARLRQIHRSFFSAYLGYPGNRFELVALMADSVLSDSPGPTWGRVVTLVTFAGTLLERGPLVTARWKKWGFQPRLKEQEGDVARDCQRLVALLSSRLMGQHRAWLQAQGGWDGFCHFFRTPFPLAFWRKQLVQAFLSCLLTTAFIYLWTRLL
Rab7 wt GTP bind: modulators of GTP binding to Rab7, primary screen, biochemical, wildtype, multiplex bead flow cytometry | Rab7 GTPase wild type (dog), Bodipy-FL-GTP binding | AID 758, 2007 | GST-Rab7 beads, fluorescent GTP binding; actives lie on both sides; untreated = 100%, excess cold GTP = 0% | hit rate 0.055% among 190,000 | GTP binding activity (percent of control), % at 10 µM;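 active = fluorescent GTP binding to Rab7 beads changed by at least 20 points from the 100% baseline, either direction, mostly lower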;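 note: median green fluorescence of bound Bodipy-FL-GTP per Rab7 bead population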
Bcl-XL Bim block: inhibitors of Bim-Bcl-XL binding, primary screen, biochemical, multiplexed, bead flow cytometry, human Bcl-XL; Bcl-2-like protein 1 (Homo sapiens), Q07817; Bim peptide-Bcl-XL binding, fluorescence; inhibition, % at 10 µM; hit rate 0.04% among 190,000; AID 1007, 2008
Rac1 wt GTP bind: wildtype Rac1 GTP binding modulators, primary screen, biochemical, GST-Rac1 beads, flow cytometry, multiplex; GTP binding activity (% of control), % at 10 µM; hit rate 0.27% among 190,000; Ras-related C3 botulinum toxin substrate 1 (Homo sapiens), P63000; fluorescent GTP binding; actives lie on both sides; 0 = cold GTP competed, 100 = untreated; AID 757, 2007;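 active = GTP binding activity at least 20 points away from the 100% control level, either lower or higher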
Rab2A wt mod: modulators of GTP binding to Rab2A wildtype, primary screen, biochemical, dog, bead-based flow cytometry, multiplex; Ras-related protein Rab-2A (Canis lupus familiaris), P61105; GST-Rab2 wt beads, Bodipy-GTP binding; GTP binding activity, % at 10 µM; hit rate 0.19% among 190,000;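 active = GTP binding activity at least 20 points away from 100%, either lowered or raised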;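 note: 0% = beads with excess unlabeled GTP and 100% = no-compound control corrected for plate trend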
Cdc42 wt GTP: modulators of GTP binding to wildtype Cdc42, primary screen, biochemical, multiplex bead flow cytometry, Bodipy-GTP; AID 761, 2007; hit rate 0.2% among 190,000; percent activity (GTP binding), % at 10 µM; Cell division control protein 42 homolog (Homo sapiens), P60953; GST-Cdc42 beads; actives lie on both sides;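 active = percent activity GTP binding at least 20 points away from the 100% baseline, either down as inhibitor or up as activator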;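 note: median bead fluorescence of bound Bodipy-FL-GTP at 100 nM; 0% = excess unlabeled GTP control and 100% = no compound control; below 100% means less GTP binding so inhibitor and above means activator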
Target sequence (P60953 whole entry, looked up): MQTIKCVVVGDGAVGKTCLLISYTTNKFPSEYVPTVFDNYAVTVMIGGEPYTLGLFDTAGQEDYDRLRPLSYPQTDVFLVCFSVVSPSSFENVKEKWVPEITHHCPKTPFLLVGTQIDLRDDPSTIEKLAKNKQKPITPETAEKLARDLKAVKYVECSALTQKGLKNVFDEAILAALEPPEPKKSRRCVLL
* marks the source's active call; other numbers are inactive results. Cut-off read from the data, not from the text of the source, unless noted: active = inhibition above about 40%.

SMILES	Rac1 act GTP bind	Bim-Bfl-1	Bcl-2 Bim block	Bim-Bcl-W	HRas wt GTP	Bim-Bcl-B	Rab7 wt GTP bind	Bcl-XL Bim block	Rac1 wt GTP bind	Rab2A wt mod	Cdc42 wt GTP
O=C1Cc2ccccc2N1c1ccccc1	101	5	15	0	102	-5	102	-3	107	101	103
COCc1[nH][nH]c(=O)c1C=Nc1ccc(F)cc1F	101	-21	-11	-2	102	-10	100	-6	108	104	103
C[N+]1(CCOC(=O)C2(c3ccccc3)CCCC2)CCCCC1	99	-3	2	2	100	-1	97	-1	103	102	101
O=C(/C=N/O)NCCCN1CCCCCC1	93	-10	-7	-3	94	-2	95	-9	93	95	96
CCc1ccccc1NC(=O)c1ccc(F)c(S(=O)(=O)N2CCC(C(N)=O)CC2)c1	99	-13	-15	1	101	-12	102	-2	104	101	103
OCCC1CN(Cc2ccc3cc(Cl)ccc3n2)CCN1Cc1ccsc1 (stereo not given)	96	0	-2	-3	99	-1	99	0	96	99	100
Cn1c(CO)cnc1SCc1ccc([N+](=O)[O-])cc1	96	-6	-7	2	99	-7	99	9	102	98	94
Cc1nc2n[nH]c(N)c2c2c1COC(C)(C)C2	100	-3	-7	1	102	-6	102	2	104	102	103
CCc1ccccc1NC(=S)N(Cc1cccnc1)Cc1ccco1	101	6	7	4	101	9	96	6	103	102	103
COc1cccc(C(=O)NC(=S)N2CCN(c3ccc(C(F)(F)F)cc3[N+](=O)[O-])CC2)c1	97	-9	-6	-4	95	-10	94	-5	97	97	95
CCOC(=O)c1nc2cc3n(c(C)c-2c1C)C(C)C(C)=C3C (stereo not given)	99	-11	-11	-1	99	-8	99	-17	101	100	101
COc1ccc(N2C(=O)CSCC2=O)cc1OC	97	-5	-1	0	96	0	92	-1	94	98	97
COc1ccc(C2CCN(Cc3cccnc3)CC2O)cc1 (stereo not given)	100	-8	-5	0	102	-5	102	-10	106	101	103
COc1ccc(CCCc2n[nH]c(=S)n2C)cc1C	98	5	-1	0	96	-11	107	-1	100	102	102
CC(C)Sc1cc(N2CCOCC2)nc(-c2ccc(Cl)cc2)n1	95	4	0	1	98	1	94	0	104	95	97
CC1=C(C(=O)Nc2ccc(F)cc2)C(c2ccc(C)o2)C2=C(CC(C)(C)CC2=O)N1 (stereo not given)	96	-2	-4	-5	99	-1	101	-3	101	100	101
CCOC(=O)c1c(C(=O)OCC)c(C)n(CCc2ccc(OC)c(OC)c2)c1C	98	0	0	0	99	-3	100	-3	102	100	98
CC(=O)N1CCN(c2ccc(N=Cc3c(O)n(Cc4ccccc4)c(=O)[nH]c3=O)cc2)CC1	100	-1	0	5	102	7	95	-2	103	101	100
COc1ccc(CCNc2oc(-c3ccco3)nc2C#N)cc1	98	-14	-10	0	100	-6	97	-4	107	98	102
COc1ccc2cc(C(N)=O)c(=Nc3ccccc3)oc2c1	97	0	0	3	97	5	95	-1	108	100	99
O=c1[nH]c(CN(CCc2ccccc2)S(=O)(=O)c2ccc(Cl)cc2)nc2ccccc12	98	17	10	7	96	9	96	14	98	99	95
COc1ccccc1CCNC(=O)c1ccoc1C	99	-6	-3	-2	102	-5	98	-4	103	100	102
CCC(Sc1nc(N)c(NC(=O)c2ccc(OC)cc2)c(=O)[nH]1)C(=O)O (stereo not given)	94	-2	-1	-2	95	-3	103	-3	94	98	95
Cc1ccc(-c2nnn3c2nc(NCCc2ccc(S(N)(=O)=O)cc2)c2ccccc23)cc1	98	0	-7	-5	93	-17	93	-6	101	92	98
N#Cc1c(-c2ccccc2)nc2n1CCS2	92	2	0	0	92	0	97	0	92	96	90
CN(C)C1=NC(=O)/C(=C\c2ccccc2)S1	95	-2	-2	0	96	0	103	0	97	98	97
Cc1cccc(C)c1NC(=O)N1CC=C(n2c(=O)[nH]c3ccccc32)CC1	102	-12	-8	-5	101	-9	101	-9	108	101	104
Cc1cc2n(n1)C(c1ccc(N(C)C)cc1)Nc1ccccc1-2 (stereo not given)	99	-9	-6	1	101	-7	97	-1	103	99	106
O=C1CC(CCC(=O)NC2CC2)c2ccccc2N1 (stereo not given)	98	-5	-2	2	100	-2	101	-1	106	99	99
COc1cc(N)c(Br)cc1C(=O)O	96	-1	-4	2	98	-5	95	-3	97	97	96
Cc1ccccc1OCc1nnc(SCC(=O)NCc2ccccc2)n1C	97	-11	-8	-3	97	-8	94	-6	96	97	101
CN(C(=O)CSc1nnc(NCc2ccccc2)s1)C1CCS(=O)(=O)C1 (stereo not given)	98	-6	-3	-2	104	-6	113	-3	100	103	100
O=C1/C(=C/c2cccc3ccccc23)CCCc2ccccc21	99	-1	4	-3	103	-6	93	-5	103	100	97
CCCCOC(=O)Nc1cc(C)c(Cl)cc1OC	93	-16	-5	8	97	-4	95	0	99	96	101
CCCC(=O)Nc1cc(C(F)(F)F)ccc1N1CCOCC1	96	-6	-5	-3	100	-4	109	-4	103	101	101
O=C(COc1ccc2c(c1)C(=O)CC1(CCCCC1)O2)NCc1ccccn1	103	-8	-2	2	106	-4	103	0	108	105	108
Fc1ccc(N2CCN(C3=Nc4cccc5cccc3c45)CC2)cc1	96	1	0	0	93	-5	92	-1	95	95	94
Cc1nn(CC(=O)N/N=C/c2ccc3c(c2)OCO3)c(C)c1Br	99	-1	1	-3	100	-1	98	-5	102	99	102
O=C(Nc1ccc(N2CCCCC2)cc1)c1cncc(Br)c1	99	0	-2	-1	102	1	98	0	99	101	101
c1ccc(Nc2nc3ccccc3o2)cc1	96	-5	-5	0	98	-11	96	2	97	98	99
CCCN(C(=O)CSc1nnnn1C)C1CCS(=O)(=O)C1 (stereo not given)	97	-5	-6	-2	94	-2	96	-1	100	97	97
CS(=O)(=O)N1CCCC(C(=O)Nc2ccc(F)cc2F)C1 (stereo not given)	97	-3	-1	0	100	0	107	-1	105	102	101
O=C(NC(=S)NCc1ccccc1)C1CC1	94	-2	0	-3	92	2	94	-2	97	93	95
O=C(c1cccc(C(F)(F)F)c1)C1CCCN(Cc2cccc(OCCO)c2)C1 (stereo not given)	96	-2	-3	-2	96	-1	104	0	95	99	94
O=C(O)C1C2C=CC(C3CC23)C1C(=O)O (stereo not given)	97	-3	-1	-1	98	-1	95	-6	99	96	97
Cc1ccc(NC(=O)c2ccnc(C(C)(C)C)c2)cc1	100	-2	-5	-2	98	-5	99	-5	104	98	101
N#CC(c1ccc(=O)[nH]n1)c1ccc(Cl)cc1Cl (stereo not given)	94	-5	0	-1	102	1	109	-3	102	103	101
O=C(CN1C(=O)c2ccccc2C1=O)N1CCN(c2ccccn2)CC1	98	-3	0	1	102	-2	98	3	98	100	101

Some of the entries so far, with each value named.
O=C(O)C1C2C=CC(C3CC23)C1C(=O)O (stereo not given)
  Rac1 act GTP bind: 97; Bim-Bfl-1: -3; Bcl-2 Bim block: -1; Bim-Bcl-W: -1; HRas wt GTP: 98; Bim-Bcl-B: -1; Rab7 wt GTP bind: 95; Bcl-XL Bim block: -6; Rac1 wt GTP bind: 99; Rab2A wt mod: 96; Cdc42 wt GTP: 97
Cc1ccc(NC(=O)c2ccnc(C(C)(C)C)c2)cc1
  Rac1 act GTP bind: 100; Bim-Bfl-1: -2; Bcl-2 Bim block: -5; Bim-Bcl-W: -2; HRas wt GTP: 98; Bim-Bcl-B: -5; Rab7 wt GTP bind: 99; Bcl-XL Bim block: -5; Rac1 wt GTP bind: 104; Rab2A wt mod: 98; Cdc42 wt GTP: 101
N#CC(c1ccc(=O)[nH]n1)c1ccc(Cl)cc1Cl (stereo not given)
  Rac1 act GTP bind: 94; Bim-Bfl-1: -5; Bcl-2 Bim block: 0; Bim-Bcl-W: -1; HRas wt GTP: 102; Bim-Bcl-B: 1; Rab7 wt GTP bind: 109; Bcl-XL Bim block: -3; Rac1 wt GTP bind: 102; Rab2A wt mod: 103; Cdc42 wt GTP: 101
O=C(CN1C(=O)c2ccccc2C1=O)N1CCN(c2ccccn2)CC1
  Rac1 act GTP bind: 98; Bim-Bfl-1: -3; Bcl-2 Bim block: 0; Bim-Bcl-W: 1; HRas wt GTP: 102; Bim-Bcl-B: -2; Rab7 wt GTP bind: 98; Bcl-XL Bim block: 3; Rac1 wt GTP bind: 98; Rab2A wt mod: 100; Cdc42 wt GTP: 101

Two of these compounds in a different format.
compound | Rac1 act GTP bind | Bim-Bfl-1 | Bcl-2 Bim block | Bim-Bcl-W | HRas wt GTP | Bim-Bcl-B | Rab7 wt GTP bind | Bcl-XL Bim block | Rac1 wt GTP bind | Rab2A wt mod | Cdc42 wt GTP
O=C(O)C1C2C=CC(C3CC23)C1C(=O)O (stereo not given) | 97 | -3 | -1 | -1 | 98 | -1 | 95 | -6 | 99 | 96 | 97
O=C(CN1C(=O)c2ccccc2C1=O)N1CCN(c2ccccn2)CC1 | 98 | -3 | 0 | 1 | 102 | -2 | 98 | 3 | 98 | 100 | 101
